CHRM5 agonist: CHRM5 agonism in calcium assay; P08912; activation, % at 3 µM; CHO-K1 hM5 cells, Fluo-8 calcium fluorescence; 0% DMSO wells, 100% maximal acetylcholine response; AID 624037; actives 0.19% (n = 360,000);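 active means activation above the run's mean over test compounds plus 3 SD, cut at about 23% in these data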;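 further: signal is peak over basal fluorescence ratio across the kinetic read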
Target sequence (P08912 whole entry, looked up): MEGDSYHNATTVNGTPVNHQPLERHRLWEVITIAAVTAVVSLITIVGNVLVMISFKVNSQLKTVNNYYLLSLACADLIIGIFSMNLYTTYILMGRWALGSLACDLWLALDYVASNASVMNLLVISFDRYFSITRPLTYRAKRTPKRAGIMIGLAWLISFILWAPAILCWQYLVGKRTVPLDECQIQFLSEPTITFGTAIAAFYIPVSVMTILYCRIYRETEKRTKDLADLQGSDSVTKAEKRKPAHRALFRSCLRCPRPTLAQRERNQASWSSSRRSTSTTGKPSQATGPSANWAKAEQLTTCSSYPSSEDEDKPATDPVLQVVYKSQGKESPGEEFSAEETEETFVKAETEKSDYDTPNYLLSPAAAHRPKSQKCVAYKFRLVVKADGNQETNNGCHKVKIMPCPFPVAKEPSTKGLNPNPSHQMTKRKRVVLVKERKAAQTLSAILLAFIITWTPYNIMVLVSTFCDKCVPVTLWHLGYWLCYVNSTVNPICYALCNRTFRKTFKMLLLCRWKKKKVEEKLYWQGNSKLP
CRFBP-R2 agonist: agonists of human CRF-binding protein/CRF-R2 receptor complex. activation, % at 13.2 µM. HEK293 CRF-R2/CRF-BP, calcium dye fluorescence (FLIPR); percent of saturating CRF peptide response. actives 0.46% (n = 350,000);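 active means activation of at least 50%, plus an integration ratio under a set limit after plate pattern correction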;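 further: plate controls were neutral control wells without compound for no effect and CRF at EC100 for full effect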
CHRM5 PAM: potentiates acetylcholine response at human M5 receptor | P08912 | CHO-K1 hM5, Fluo-8 calcium, ACh EC20 PAM; 0% = ACh EC20, 100% = ACh EC100 | activation, % at 3 µM | actives 0.3% (n = 360,000);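 active means activation above the run cutoff, the mean activation of all test compounds plus 3 SD, cut at about 18% in these data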
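Replicates: One well per compound, no replicates | System: Human M5 receptor in CHO-K1 cells | Benchmarks: Low control EC20 acetylcholine (0%), high control EC100 acetylcholine (100%) | Probe or stimulus: Acetylcholine, EC20 level | Times: Fluo-8 loading 80 min at 37 °C plus 30 min room temperature | Signal: Intracellular calcium via Fluo-8 fluorescence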
TAAR1 ag: human TAAR1 agonism; CHO RD-HGA16 TAAR1, Fluo-8 calcium fluorescence; vehicle wells 0%, saturating PEA agonist 100%; activation, % at 3 µM; actives 0.99% (n = 360,000); AID 624467; Q96RJ0;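 active means activation above the mean activation of all test compounds in the run plus 3 SD, cut at about 38% in these data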
Target sequence (Q96RJ0 whole entry, looked up): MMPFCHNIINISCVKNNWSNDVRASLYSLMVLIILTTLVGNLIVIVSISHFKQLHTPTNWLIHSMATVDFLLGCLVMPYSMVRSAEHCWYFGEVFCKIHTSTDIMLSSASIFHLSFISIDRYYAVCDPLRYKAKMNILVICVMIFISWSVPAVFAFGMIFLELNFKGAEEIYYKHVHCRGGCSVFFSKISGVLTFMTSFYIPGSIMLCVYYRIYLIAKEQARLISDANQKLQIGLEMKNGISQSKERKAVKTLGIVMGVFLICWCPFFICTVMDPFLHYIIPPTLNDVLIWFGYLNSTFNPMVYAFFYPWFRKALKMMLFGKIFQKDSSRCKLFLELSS
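Test system: RD-HGA16 (CHO) cells co-expressing Gα16 and hTAAR1; dosing: one-point dosing at 3 µM (nominal); timing: 17-24 h seeding, 75 min 37 °C dye, 30 min RT; signal: kinetic Fluo-8 calcium fluorescence; read-out basis: % activation relative to PEA EC100 response; controls: DMSO and PEA EC100; replicates: n 1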
CHO-K1 Ca PAM: counter-screen for M1 PAMs: effect in parental CHO-K1 cells | ATP EC20, Fluo-8 calcium fluorescence; 0% at ATP EC20, 100% at ATP max | activation, % at 3 µM | actives 0.02% (n = 360,000) | AID 602247;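 active means activation above the run cutoff, the mean activation of all test compounds plus 3 SD, cut at about 40% in these data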;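 further: peak over basal fluorescence ratio in a 140 s read after ATP addition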
TAAR1 antag: human TAAR1 antagonism; actives 1.5% (n = 360,000); CHO RD-HGA16 TAAR1, Fluo-8 calcium fluorescence, antagonist; inhibition, % at 3 µM; Q96RJ0;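 active means inhibition above a per-plate cutoff, the mean inhibition of test compounds on that plate plus 3 SD, cut at about 49% in these data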;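 further: 0% = DMSO plus EC80 beta-PEA response and 100% = DMSO alone without agonist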
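Material: RD-HGA16 CHO cells with stable hTAAR1 and Gα16; Dosing: single nominal final test compound concentration of 3 µM; Schedule: seeding 17-24 h prior, 75-min 37 °C, 30-min RT dye loading; Detection: kinetic Fluo-8 calcium fluorescence measurement; Measure: % inhibition from peak post-agonist over basal fluorescence ratio; Benchmarks: vehicle and agonist controls.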
CRFBP-R2 block: antagonists of CRF-binding protein/CRF-R2 receptor complex; HEK293 CRF-R2/CRF-BP, CRF-induced calcium fluorescence; inhibition, % at 11.8 µM; actives 0.59% (n = 350,000); AID 588475;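 active means inhibition of the ligand-induced calcium signal above about 50% at the single tested concentration, limit read from the data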
M5 antag: antagonists of human muscarinic M5 receptor (CHRM5). CHO-hM5 cells, Fluo-8 calcium fluorescence, ACh EC80. inhibition, % at 3 µM. actives 0.59% (n = 360,000);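 active means inhibition above a per-plate cutoff, the mean of that plate's test compounds plus 3 SD, cut at about 27% in these data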;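 further: 0% = acetylcholine EC80 with DMSO and 100% = DMSO without agonist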
CHRM4 PAM: potentiates acetylcholine response at human M4 receptor | P08173 | CHO-K1 hM4/Gqi5, Fluo-8 calcium fluorescence, ACh EC20; 0% = ACh EC20, 100% = maximal ACh | activation, % at 3 µM | actives 0.4% (n = 360,000) | AID 624126;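 active means activation above its plate's cutoff, the mean activation of sample wells plus 3 SD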; further: some results filed as inactive read as strong as hits
An asterisk follows results filed as active; · = no result given.

SMILES	CHRM5 agonist	CRFBP-R2 agonist	CHRM5 PAM	TAAR1 ag	CHO-K1 Ca PAM	TAAR1 antag	CRFBP-R2 block	M5 antag	CHRM4 PAM
CCOc1ccc(C2C(C#N)=C(N)SC(N)=C2C#N)c(OCC)c1	12	2.4	-14	29	13	6	8	0	-9
CCCNc1c(NS(=O)(=O)c2ccc(OC)c(OC)c2)c(=O)oc2ccccc12	2	-3.1	-4	·	-1	·	-2	-7	-6
O=C(CCCOc1ccc(Cl)cc1Cl)N/N=C/c1ccc(Cl)cc1	-2	15	-3	11	25	1	-47	6	0
Cc1ccc2c(c1)N(CC(=O)N1CCCC1)C(=O)CO2	-2	-0.4	6	1	14	0	10	10	0
COc1ccc(/C=C2\SC(=S)N(CCC(=O)Nc3cccc(O)c3)C2=O)cc1	1	0.2	13	3	8	-15	1	-2	-4
COc1ccc(-c2cc(C(F)F)n3ncc(C(=O)Nc4c(C)n(C)n(-c5ccccc5)c4=O)c3n2)cc1	-5	1.9	2	2	20	0	-4	1	4
Cc1ccc(S(=O)(=O)NC(=O)c2ccc(F)cc2)c(C)c1	-2	-1.8	-5	0	-5	5	6	19	-2
COc1ccc(CN(C)C[C@@H]2OCCCC[C@H](C)Oc3ccc(NC(=O)Cc4ccccc4)cc3C(=O)N([C@@H](C)CO)C[C@@H]2C)cc1	0	1.2	0	3	-6	-21	-13	10	-3
CCOc1ccccc1N=c1oc2cc(O)ccc2cc1C(=O)NCC1CCCO1 (stereo not drawn)	5	-2.1	1	7	9	29	2	-3	9
CCC(C)(C)NC(=O)C(OC(=O)c1ccco1)c1ccccc1OC (stereo not drawn)	-10	0.1	0	8	-16	7	-5	7	-4
COc1ccc(O)c(C=Nc2cc(C)on2)c1	0	5.2	-3	2	2	0	-6	-1	13
O=C(Cn1cccc1C(=O)c1ccccc1)NCCCN1CCc2ccccc2C1	-3	-0.8	3	0	6	6	-1	-2	-1
CC(NC(=O)C(=O)c1cn(CC(=O)N2CCOCC2)c2ccccc12)c1ccccc1 (stereo not drawn)	2	0.3	0	0	-4	5	5	-6	-7
Cc1ccc(NC(=O)Cc2nnc(SCC(=O)NC3=NCCS3)n2C)cc1	-3	-0.5	-1	-1	-4	17	14	15	-6
CC(NC(=O)CN(c1ccccc1F)S(C)(=O)=O)c1ccccc1 (stereo not drawn)	1	0.9	4	1	16	-23	29	5	2

Four compounds drawn at random from the list so far, as already listed:
SMILES	CHRM5 agonist	CRFBP-R2 agonist	CHRM5 PAM	TAAR1 ag	CHO-K1 Ca PAM	TAAR1 antag	CRFBP-R2 block	M5 antag	CHRM4 PAM
COc1ccc(CN(C)C[C@@H]2OCCCC[C@H](C)Oc3ccc(NC(=O)Cc4ccccc4)cc3C(=O)N([C@@H](C)CO)C[C@@H]2C)cc1	0	1.2	0	3	-6	-21	-13	10	-3
CCC(C)(C)NC(=O)C(OC(=O)c1ccco1)c1ccccc1OC (stereo not drawn)	-10	0.1	0	8	-16	7	-5	7	-4
CCCNc1c(NS(=O)(=O)c2ccc(OC)c(OC)c2)c(=O)oc2ccccc12	2	-3.1	-4	·	-1	·	-2	-7	-6
CCOc1ccccc1N=c1oc2cc(O)ccc2cc1C(=O)NCC1CCCO1 (stereo not drawn)	5	-2.1	1	7	9	29	2	-3	9

Carrying on:
SMILES	CHRM5 agonist	CRFBP-R2 agonist	CHRM5 PAM	TAAR1 ag	CHO-K1 Ca PAM	TAAR1 antag	CRFBP-R2 block	M5 antag	CHRM4 PAM
N/C(COc1ncn(-c2ccccc2)n1)=N\S(=O)(=O)c1ccc(Cl)cc1Cl	-3	1.1	-4	-1	18	5	3	5	0
Cc1ccc(C)c(NC(=O)C(NCC(C)(C)N2CCOCC2)c2ccccc2)c1 (stereo not drawn)	-17	4.0	-35	-1	17	-6	-2	13	-26
CC(C)(C)c1ccc(S(=O)(=O)NC(=O)C2(C)CCN2C(=O)CC2CCCC2)cc1 (stereo not drawn)	2	·	-1	5	-11	-6	·	-2	5
CN1CCN(NC(=O)COc2cccc(C(F)(F)F)c2)CC1	-2	0.8	-4	2	1	5	-20	9	4
CC1CCCCN1C(=O)CSc1nc(C2CC2)nc2ccccc12 (stereo not drawn)	1	-3.7	-5	9	4	25	-2	10	-7
COc1ccc(S(=O)(=O)N2CCOCC2)cc1NC(=O)Cc1ccc(F)cc1	-1	-1.2	1	6	15	-11	5	-2	8
c1cncc(C(c2nnnn2C2CCCC2)N2CCN(Cc3ccc4c(c3)OCO4)CC2)c1 (stereo not drawn)	-6	-1.3	-1	0	15	-18	3	-6	7
COc1ccc(NC(=O)N(C2CCCCC2)C(C)c2ccco2)c(OC)c1 (stereo not drawn)	-4	-0.6	5	9	28	-11	5	-5	7
O=C(CCNC(=O)c1ccco1)Nc1ccc(OC(F)F)c(Cl)c1	1	-0.9	-6	0	9	-1	7	0	-4
Cc1ccc(NC(=O)CSC(C)C(=O)OCC(=O)N2CCN(C(=O)c3ccco3)CC2)cc1 (stereo not drawn)	2	1.0	3	0	9	-13	-7	5	13
O=c1[nH]c(S)c(/C=C2\C=Nc3ccccc32)s1	0	-2.8	-9	-1	-19	-35	25	22	-5
CCc1nc2ccc(C(=O)N(C)CCCN(C)C)cn2c1N(C)Cc1cc2ccccc2s1	-11	·	-2	4	2	-21	·	4	-10
COc1ccc(CNC(=O)C2CC(C)=C(C)CC2C(=O)O)cc1OC (stereo not drawn)	0	-1.5	1	3	2	-8	16	-2	11
Cc1ccc(C(=O)C2=C(O)C(=O)N(c3ncccn3)C2c2ccc(Cl)cc2)o1 (stereo not drawn)	-4	2.5	15	0	18	-1	10	-5	17
CNC[C@H]1OCc2ccccc2-c2ccccc2C(=O)N([C@H](C)CO)C[C@H]1C	-1	-1.5	6	0	18	-3	36	-2	10
CC(C)(C)c1cc[n+](-c2nc([O-])sc2C=O)cc1	0	-1.0	2	1	21	-6	-2	-6	-1
C=C(C)Cn1c2ccc(NC(=S)NCc3ccccc3F)cc2c(=O)n1C	0	·	-3	2	8	-3	·	16	-1
CCOc1ccc(-c2cc(N)n(S(=O)(=O)c3cccc4nsnc34)n2)cc1	-5	0.2	-1	-3	17	-5	0	2	0
O=C(NCc1ccccc1)C1(C(F)(F)F)C/C(=C/CCO)CCCO1 (stereo not drawn)	2	-1.1	-6	10	-8	7	5	14	0
CCCC(=O)Nc1ccc(Br)cn1	-3	-1.4	-3	10	9	10	14	-2	5
O=C(c1ccc(F)cc1)N1CCCC(c2nc(-c3ccncc3)no2)C1 (stereo not drawn)	6	-1.1	3	4	-9	-8	1	4	9
COc1ccc(OC)c(C2C3=C(CC(C)(C)CC3=O)Nc3nnnn32)c1 (stereo not drawn)	1	-2.0	1	15	9	11	6	9	2
COc1ccc(C2NC(=O)c3sc4nc(C)c(C(C)=O)c(-c5ccc(Cl)cc5)c4c3N2)cc1 (stereo not drawn)	-3	1.9	-14	11	-4	-2	48	9	-2
O=C(NCCc1ccccc1F)C1CCC(=O)N(CCCN2CCCC2=O)C1 (stereo not drawn)	-1	0.0	5	9	-5	-12	-5	8	7
CCOP(=O)(OCC)C(Nc1cccc(C(F)(F)F)c1)c1ccc(F)cc1 (stereo not drawn)	-2	-0.7	5	1	5	0	-28	-9	5
Cc1c(NC(=O)C(c2ccccc2)c2ccccc2)cccc1C(=O)O	1	4.4	6	-2	12	2	35	0	-5
COc1ccccc1C(=O)NCCC(=O)N1CCN(C(=O)c2ccco2)CC1	0	-0.6	-1	23	-11	-38	3	4	1
O=C(O)CCC(=O)Nc1ccc(F)cc1	-3	2.9	1	0	-1	1	2	-2	4
CNC(=O)C12N=CNN=C1N(C)C(=O)N2C (stereo not drawn)	-3	-1.3	-4	1	-4	14	13	3	-4
Cc1nc(C(C)N(C)Cc2nc(Cc3ccccc3F)no2)c(C)s1 (stereo not drawn)	-1	0.2	0	2	14	-10	-8	-4	-9
Cc1nnc(SCCC(C)C)[nH]c1=O	-1	0.2	1	-1	5	-10	-10	3	11
O=[N+]([O-])c1ccc(-c2cnc(SCc3ccccc3Cl)[nH]2)cc1	-4	1.3	-16	1	19	52*	11	7	-12
CC(C)(C)OC(=O)NCCCC[C@H](NC(=O)c1nc[nH]c1C(=O)NC1CCN(C(=O)OC(C)(C)C)CC1)C(=O)OC(C)(C)C	1	-0.2	-11	6	0	27	3	-7	-4
Cc1ccc(-n2c(=O)[nH]cc(C(=O)N3CCc4ccccc43)c2=O)cc1C	1	-0.4	-1	3	16	-6	1	4	0
O=C1NC[C@H](Cc2ccccc2)N(C[C@H]2CCCN2C[C@H](Cc2ccccc2)N2C[C@H](Cc3ccc(O)cc3)N(CCc3ccccc3)C(=O)C2=O)C1=O	1	0.4	-5	1	18	-4	-7	2	-2
CS(=O)(=O)c1ccc(Cl)c(NC(=O)CCN2C(=O)NC3(CCCC3)C2=O)c1	1	0.8	1	1	-5	2	-11	7	10
O=C(Cc1ccccc1)Nc1c[nH]c(=O)[nH]c1=O	3	0.8	-1	0	17	-14	12	4	7
CCN(c1ccccc1)S(=O)(=O)c1cc(NC(=O)COC(=O)C2CC2)ccc1Cl	-1	-2.2	-5	4	-20	-10	4	6	-4
Cc1ccccc1N(CC(=O)NCc1ccco1)C(=O)CCC(=O)Nc1nccs1	-1	2.2	-3	5	18	-3	1	0	1
CC(C)(C)c1ccc(C(=O)NCCOc2ccccc2F)cc1	0	-4.1	-4	3	4	22	14	6	-14
CCC1CCCCN1C(=O)CSc1nnc(-c2ccc(Cl)s2)o1 (stereo not drawn)	-2	1.5	1	4	12	-10	-4	6	8
CCOC(=O)c1sc(Nc2ccc(F)cc2)nc1C	-12	-1.6	-5	-1	22	3	-18	3	0
CCC(C)NC(=O)C1CCN(S(=O)(=O)c2cccc3cccnc23)CC1 (stereo not drawn)	1	-1.2	-3	3	11	-9	12	2	3
CCOc1cc(/C=N/NC(=O)CCc2n[nH]c(=O)[nH]c2=O)ccc1O	-1	-0.6	0	4	-5	2	5	1	1
Cc1ccc(C(=O)CSc2nnc3c4ccccc4nc(C(C)(C)C)n23)cc1	-2	0.3	2	2	17	-12	5	-4	9
COc1cccc(NC(=O)Cc2ccc(C)cc2)c1	-9	-0.6	-33	2	19	0	-10	3	0
CCNCCNC(=O)c1c(O)c2cccc3c2n(c1=O)CCC3	-3	-1.5	11	1	24	-5	-17	-1	24
CC(C)CCNC(=O)C(=O)Nc1cc2c3c(c1)CC(=O)N3CCC2	-2	-3.8	-5	1	-11	-12	6	6	7
CC(=O)C1=C(C)N(Cc2ccccc2)C(=O)N[C@H]1c1cccs1	-1	-1.5	-4	8	-6	8	7	2	8

Screens: PubChem BioAssay, several laboratories

This is a random part of the collection (roughly 4.2% active in at least one column).
